Bioassay records as filed in PubChem.
Tat transport – E. coli Tat export inhibitors, primary screen, MC4100, TorA-mCherry reporter, fluorescence, single point | inhibition, % at 10 µM | actives 0.036% (n = 340,000) | AID 488895, 2010;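 active = mean replicate inhibition at least 50% and at least half of replicates individually reaching 50%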;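 note: exported cargo escapes ClpAP degradation while cytoplasmic cargo is degraded and loses fluorescence; 0% = median of neutral control wells and 100% = median of NaSCN control wells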
PfHsp90 set2 – growth inhibition of PfHsp90-expressing yeast, primary screen, antimalarial PfHsp90 inhibitor project, S. cerevisiae, BacTiter-Glo luminescence, single point, set 2. BacTiter-Glo ATP, 48 h; yeast lacking PDR1 and PDR3 efflux regulators. inhibition, % at 9.4 µM. actives 0.32% (n = 310,000). AID 504621, 2011;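 active = every replicate shows inhibition above about 80%, whatever the replicate mean, limit read from the data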;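 note: 0% = DMSO neutral controls and 100% = 20 µM radicicol positive controls; yeast relying on Plasmodium falciparum Hsp90 in place of its own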
PKA-R1A activ – activators of PKA-R1A holoenzyme, primary screen, biochemical, fluorescence polarization, Cy5-IP20, bovine R1A, mouse PKAc; cAMP-dependent protein kinase type I-alpha regulatory subunit (Bos taurus) + …; PKA-R1A dissociation; scaled: DMSO 0%, 113 µM cGMP 100%; activation, % at 11.4 µM; actives 0.083% (n = 340,000); AID 504707, 2011;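 active = percent activation above the mean of all tested compounds plus 3 SD, cut at about 19% in these data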;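 note: higher means more PKAc released from R1A so a rise in polarization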
E coli growth – E. coli V3065 growth inhibition, primary screen, counter-screen for AddAB inhibitor project, absorbance, OD600; actives 0.27% (n = 330,000); 18 h; inhibition, % at 11.9 µM;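 active = inhibition above the campaign's mean inhibition across all tested compounds plus 3 SD, cut at about 9.9% in these data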;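 note: uninfected addAB+ strain grown without phage in ampicillin broth; 0% = DMSO wells and 100% = ciprofloxacin 0.95 µg/ml wells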
DSG3 Ab inh – inhibitors of pemphigus antibody binding to DSG3, primary screen, biochemical, bead-based, flow cytometry, scFv-GFP | DSG3-coupled beads, scFv-anti-DSG3-GFP binding; stronger effect = lower value | actives 0.48% (n = 310,000) | binding (percent of control), % at 10 µM;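 active = binding more than 3 SD below its plate's average and above zero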;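 note: hits lower antibody fragment binding to DSG3; some compounds called inactive have numbers as strong as hits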
OPRM1-OPRD1 inv – inverse agonists of MOR-DOR heterodimerization, primary screen, cell-based, luminescence; inhibition, % at 9.3 µM; actives 0.21% (n = 340,000); Mu-type opioid receptor (Homo sapiens) + Delta-type opioid receptor (Homo sapiens), …; AID 504357, 2011; cell-based MOR-DOR heterodimer luminescence, inverse agonism; in the data active = inhibition above about 22%, passing the limit was not always enough;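 note: 0% = cells with DMSO and 100% = wells without cells with DMSO; values of inactives mirror those of a sister screen read the other way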
Target sequence (P35372 whole entry, looked up): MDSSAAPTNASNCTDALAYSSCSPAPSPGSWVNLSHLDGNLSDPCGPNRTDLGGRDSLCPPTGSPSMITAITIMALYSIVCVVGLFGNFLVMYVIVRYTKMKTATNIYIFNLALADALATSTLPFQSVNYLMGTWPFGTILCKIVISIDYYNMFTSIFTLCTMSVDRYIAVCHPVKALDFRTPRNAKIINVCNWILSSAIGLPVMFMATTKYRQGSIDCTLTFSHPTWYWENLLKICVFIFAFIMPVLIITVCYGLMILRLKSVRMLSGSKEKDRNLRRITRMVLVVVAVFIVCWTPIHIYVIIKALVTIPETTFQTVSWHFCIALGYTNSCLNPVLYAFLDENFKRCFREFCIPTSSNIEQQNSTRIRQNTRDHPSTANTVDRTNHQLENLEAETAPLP
Target sequence (P41143 whole entry, looked up): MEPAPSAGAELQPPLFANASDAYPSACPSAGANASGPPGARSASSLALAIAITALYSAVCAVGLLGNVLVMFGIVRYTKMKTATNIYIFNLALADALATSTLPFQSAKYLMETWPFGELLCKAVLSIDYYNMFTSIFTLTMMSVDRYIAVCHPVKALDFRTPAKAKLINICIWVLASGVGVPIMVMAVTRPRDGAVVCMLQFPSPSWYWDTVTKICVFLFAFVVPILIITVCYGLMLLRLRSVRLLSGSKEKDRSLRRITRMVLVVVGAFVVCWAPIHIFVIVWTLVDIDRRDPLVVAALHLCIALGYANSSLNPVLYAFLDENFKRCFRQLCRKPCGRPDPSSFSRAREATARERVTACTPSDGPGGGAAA
Arr AP2 block – inhibitors of beta-arrestin/AP2 binding, primary screen, biochemical, GPCR trafficking, flow cytometry; beta-arrestin 1 C-terminal peptide binding to AP2 beta2-adaptin appendage (human); FITC-arrestin peptide / GST-AP2 beads; AP2 beta2 appendage carries R879A mutation; inhibition, % at 10 µM; actives 0.31% (n = 340,000); AID 504490, 2011;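 active = inhibition above a set limit, near 3 SD of compounds lacking own fluorescence, cut at about 54% in these data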;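 note: plate controls were DMSO wells for no effect and 5 µM unlabelled arrestin peptide for full effect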
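Material – AP2 appendage R879A on GSH beads · Buffer or medium – PBS with 0.05% Tween 20 and 0.1% BSA · Probe or stimulus – fluorescein-tagged arrestin peptide at 50 nM final · Incubation – compound with beads 12 min RT, then probe 1 h RT · Detection – high-throughput flow cytometry of beads, ex 488, em 535 nm · Evaluation – percent response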
Mot1-301 SUMO – yeast Mot1-301 growth rescue at high temperature, primary screen, SUMOylation pathway inhibitor project, S. cerevisiae, ATP luminescence, 38.5C | S. cerevisiae Mot1-301 growth rescue; percent above DMSO median, 100 means doubled | growth rescue, % at 18.8 µM | actives 1% (n = 320,000);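 active = every valid replicate shows activation above 250% relative to neutral control wells; inactive = the rest, any valid replicate at or below 250%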;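 note: OY570 slx delta 5 strain wells were the positive control but not used for scaling; some compounds called inactive have numbers as strong as hits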
AddAB inh – growth inhibition of E. coli expressing H. pylori AddAB, primary screen, AddAB inhibitor project, absorbance; inhibition, % at 11.9 µM; actives 0.29% (n = 330,000); AID 435030, 2010; in the data active = inhibition above about 12%;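 note: 0% = vehicle wells of infected cells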
MOR-DOR ag – agonists of OPRM1-OPRD1 heterodimerization, primary screen, cell-based, luminescence. activation, % at 9.3 µM. actives 0.3% (n = 340,000). cells. Mu-type opioid receptor (Homo sapiens) + Delta-type opioid receptor (Homo sapiens), …; in the data active = activation above about 18%;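 note: 0% = vehicle-treated cells and 100% = reference agonist; values of inactives mirror those of a sister screen read the other way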
phage Ecoli inh – growth loss of phage-infected E. coli, primary screen, RecBCD inhibitor project, absorbance, with phage, HTS; inhibition, % at 11.9 µM; actives 0.26% (n = 360,000); in the data active = inhibition above about 11%
An asterisk follows results filed as active; · = no result given.

SMILES	Tat transport	PfHsp90 set2	PKA-R1A activ	E coli growth	DSG3 Ab inh	OPRM1-OPRD1 inv	Arr AP2 block	Mot1-301 SUMO	AddAB inh	MOR-DOR ag	phage Ecoli inh
COc1ccc(N2CCN(CCNC(=O)CCC(=O)NNc3nc4ccccc4c4nc(C)nn34)CC2)cc1	0	7	-1	-2.9	·	16	26	-19	1.0	-3.3	·
CCCCCn1c(CN2CCN(Cc3ccccc3)CC2)nc2c1c(=O)n(C)c(=O)n2C	-5	-1	-6	0.2	107	-16	0	-7	0.6	3.2	1.2
Cc1ccc(NC(=O)NC(=O)N(C(C)C)S(C)(=O)=O)nc1	-5	-3	-18	-1.3	83	16	8	-2	2.4	-3.2	3.6
Cc1ccc(C(=O)N/C(=C/c2ccc(-c3cc(C(F)(F)F)ccc3Cl)o2)C(=O)NCc2cccnc2)cc1	-2	-5	4	4.0	119	15	25	-23	0.3	-2.5	0.6
C/C(=N\NC(=O)CNC(=O)c1ccc(F)cc1)c1ccco1	12	2	-5	0.5	96	10	34	6	2.0	-1.9	2.5
CSc1ccc(CCNC(=O)c2cccc3c2C(=O)N(C2CCCCC2)C3)cc1	3	-27	5	-1.4	98	-18	33	-2	1.4	3.5	·
Cc1cc2nc(-c3ccc(SCC(=O)Nc4ccc(S(=O)(=O)N5CCCC5)cc4)nc3)[nH]c2cc1C	4	-21	4	-1.8	109	-9	12	11	3.9	1.6	2.1
COc1ccc(O)c(/C=N/Nc2nc(Nc3ccccc3)nc(-n3nc(C)cc3C)n2)c1	-8	-66	4	0.3	103	-21	7	-8	3.0	4.1	-3.4
O=C(CNC(=O)c1cccc(Cl)c1)Nc1ccc(F)c(F)c1F	-5	-5	-4	1.1	98	12	33	-22	0.2	-2.3	2.8
O=C(CNC(=O)c1cccs1)OCC(=O)c1ccc(Br)cc1	5	3	6	0.0	107	8	12	0	3.9	-1.5	6.0
Cc1ccc(N2CCN(C(=O)c3nn(C)c4c3CS(=O)(=O)c3ccccc3-4)CC2C)cc1 (stereo not drawn)	-1	9	-2	-1.1	98	10	-6	0	0.2	-1.9	3.3
COc1ccccc1-n1c(SCC(=O)Nc2ccccc2F)nc2[nH]ncc2c1=O	-7	13	-2	-0.7	95	14	28	-6	-0.4	-2.6	1.6
O=C(/C=C/c1ccco1)N1CCN(S(=O)(=O)c2cccs2)CC1	4	-2	-5	-1.1	87	0	-3	353	4.2	-0.1	2.8
CCOC(=O)c1c(NC(=S)NC)sc2c1CCCC2	0	-5	-1	0.5	113	-32	6	-12	-2.4	6.9	-0.9
COc1ccc(/C=N\NC(=O)c2ccc(-c3ccccc3)cc2)c(OC)c1OC	2	17	-10	·	110	-4	24	9	·	0.9	-2.0
CN1C(C)(C)CC(NC(=O)CCC(=O)NC2CC(C)(C)N(C)C(C)(C)C2)CC1(C)C	-9	21	-1	-1.4	99	11	19	0	1.8	-2.2	2.3
CC(C)(C)c1ccc(/C=C(\C#N)C(=O)Nc2ccccn2)cc1	4	14	0	-0.1	97	10	7	570	-1.0	-2.1	1.8
COC(=O)c1ccccc1NC(=O)CNC(=O)c1ccco1	1	-33	-5	0.5	99	10	6	5	6.2	-2.1	2.5
CC1CCc2nn(CC(=O)NCc3ccco3)cc2C1 (stereo not drawn)	-7	9	17	2.2	108	3	-7	-4	3.5	-0.7	2.1
CCOc1ccccc1NC(=O)COC(=O)c1cc[n+]([O-])cc1	0	-1	-8	2.8	99	3	8	73	3.4	-0.5	1.5
CCc1ccc(C(=O)Nc2cccc(-c3nn[nH]n3)c2)s1	0	9	5	0.2	97	10	-2	2	0.9	-1.8	2.5
COc1ccc(/C=C2\SC(=S)N(CCC(=O)NC3CCCC3)C2=O)cc1OC	-1	-8	5	-4.1	101	22	-4	-6	0.7	-4.2	1.4
C=CCn1c(CNC(=O)c2ccco2)nnc1SCC(=O)c1ccc(F)cc1	4	24	-1	-0.6	112	4	16	-4	-0.7	-0.6	-0.2
COc1ccc(C)cc1NC(=O)N1CCCc2ccccc21	3	-5	-2	-2.3	103	5	4	154	5.7	-1.0	2.7
O=C(c1ccc2c(=O)n3c(nc2c1)CCCCC3)N1CCN(c2ccccc2F)CC1	-8	13	-1	-0.1	104	-14	7	-7	-2.0	2.4	2.7
ClCCn1cnc2c(SCc3ccccc3)ncnc21	4	·	0	·	92	15	-5	·	·	-2.8	1.1
CCCN(CC(=O)Nc1ccccc1C)C(=O)c1cccc(-n2cnnn2)c1	1	14	-2	1.2	97	-4	-2	1	0.4	0.8	1.1
N#C/C(=C/c1ccc(-c2ccc(C(=O)O)c(Cl)c2)o1)C(=O)NCC1CCCO1 (stereo not drawn)	-1	-17	-7	1.6	97	17	-15	27	5.0	-2.9	2.1
CC1=NN(c2ccccc2)C(=O)/C1=C/c1ccc(Cl)cc1	-2	-4	-3	·	115	4	28	7	·	-0.8	-0.6
COCCNC(=O)c1cc(-c2ccccc2)n(Cc2cc(C)no2)n1	3	-28	6	0.6	101	-1	0	4	3.4	0.1	3.0
CCN(CC)CCOC(=O)C(c1ccccc1)C1CCCCC1 (stereo not drawn)	-5	1	-8	0.0	113	-23	-1	·	0.5	4.2	3.0
Cc1cccn2c(=O)nc(SCC(=O)c3ccc(Cl)cc3)nc12	-4	-39	-6	0.2	115	12	3	-9	2.4	-2.1	2.0
CCOC(=O)C1CCCN(C(=O)Cn2ncc3c([nH]c4ccccc43)c2=O)C1 (stereo not drawn)	6	-23	-2	-2.1	102	10	3	-6	1.5	-2.1	2.8
CC1CCCCC1NC(=O)COC(=O)c1ccc2c(c1)OCCO2 (stereo not drawn)	2	-9	-6	-1.1	98	12	11	20	-0.1	-2.4	6.9
Cc1ccc([C@@H]2[C@@H]3C(=O)N(C)C(=O)[C@@H]3[C@]3(C)C(=O)N(CCO)CC(=O)N23)o1	2	-4	-14	-0.3	107	12	1	10	1.6	-2.3	1.2
O=C(O)CCCC(=O)OCc1c(-c2ccccc2)ncc2ccccc12	1	12	-3	-0.4	110	9	-2	-21	0.4	-1.6	2.1
O=C(CSc1nn(-c2ccccc2)c(=S)s1)Nc1ncccn1	-2	-6	0	0.1	93	-3	-8	-14	1.5	0.5	-1.2
O=C(CCN1C(=O)C2C3C=CC(C3)C2C1=O)N1CCCCC1 (stereo not drawn)	8	-31	-2	0.3	·	1	-3	7	-1.1	-0.2	-0.4
Cc1cc(C)cc(N2CC(C(=O)Nc3cc(C)on3)CC2=O)c1 (stereo not drawn)	-3	15	-2	-0.3	105	-12	21	341*	2.6	1.5	1.5
Cc1onc(-c2ccccc2Cl)c1C(=O)Nc1cccc(-c2cn3cccnc3n2)c1	5	-7	1	-1.1	101	-7	0	11	-0.3	1.4	·
CC(=O)Nc1ccc(S(=O)(=O)N(C)CC(=O)OCC(=O)c2ccc[nH]2)cc1	8	11	-3	-1.7	·	20	35	-6	-3.4	-4.1	5.0
CC(CCc1ccccc1)NC(=O)c1ccc2nc(N3CCOCC3)sc2c1 (stereo not drawn)	-8	5	2	2.0	105	8	-7	-11	1.4	-1.6	2.7
COc1ccc(/C=C/c2nnc(NC(=O)CSc3ccc(C)cc3)s2)cc1	-1	3	6	-0.9	95	-20	-13	·	-0.5	3.7	0.5
COc1ccc(/C=N/S(=O)(=O)c2ccccc2)cc1OC	-2	25	3	0.3	99	12	3	-2	0.1	-2.5	2.9
CN(C)C(=O)c1noc2cc([N+](=O)[O-])ccc12	-4	·	-4	-0.7	98	5	15	19	0.3	-1.0	0.6

Look-ups from the list.
In MOR-DOR ag, CC(CCc1ccccc1)NC(=O)c1ccc2nc(N3CCOCC3)sc2c1 (stereo not drawn) is listed with -1.6
In MOR-DOR ag, CC(C)(C)c1ccc(/C=C(\C#N)C(=O)Nc2ccccn2)cc1 is listed with -2.1

(more compounds)
SMILES	Tat transport	PfHsp90 set2	PKA-R1A activ	E coli growth	DSG3 Ab inh	OPRM1-OPRD1 inv	Arr AP2 block	Mot1-301 SUMO	AddAB inh	MOR-DOR ag	phage Ecoli inh
Cc1cccc(NC(=O)c2ccc(S(=O)(=O)N(C)C)cc2)c1	4	11	-8	5.1	104	5	10	-15	5.2	-0.9	4.8
CC1(C)CC(=O)N(c2cc(Cl)cc(Cl)c2)C(=O)C1	-3	-7	1	-2.2	102	16	-2	-13	-1.3	-3.6	2.9
COc1cc(/C=C/C(=O)c2ccc([N+](=O)[O-])o2)ccc1O	-11	112*	-4	5.8	97	-41	7	121	9.9	7.6	4.5
COc1ccc(/C=C/C(=O)O)cc1S(=O)(=O)N1CCCc2ccccc21	9	7	-2	0.2	103	15	11	-14	4.4	-3.0	1.9
CC(=O)N1CCN(C(=O)c2cc(C)nc3ccccc23)CC1	8	7	-8	0.4	102	18	-15	-8	2.6	-3.8	2.9
CCC(=O)Nc1ccc(N2CCN(C(=O)c3ccccc3C)CC2)cc1	-4	-3	-10	1.6	97	3	14	-5	1.4	-0.5	-0.4
COc1cc(N2CCCC2)ccc1C=O	-3	·	6	0.3	109	8	-24	-21	4.5	-1.6	-0.9
COc1ccc(OCC(=O)NNC(=O)Cc2coc3cc(OC)ccc23)cc1	2	-7	-12	-2.9	95	10	10	6	-2.2	-1.6	0.6
Cc1ccc(OCc2cc(C(=O)NC(C)Cc3cnccn3)no2)cc1C (stereo not drawn)	-2	5	4	-2.2	104	20	9	-9	1.5	-3.7	1.6
CC(C)(C)c1ccc(-n2ncc3c2CCCC3NC(=O)CCCn2cncn2)cc1 (stereo not drawn)	2	-1	-4	·	101	14	-3	·	·	-2.7	1.1
CCN(CC)S(=O)(=O)c1cccc(NC(=O)c2ccc(SC)cc2OC)c1	4	27	-3	-0.7	104	21	-7	-1	2.6	-4.2	2.4
COc1ccc(N(C(=O)c2ccccc2OC(C)=O)C(C)C2CC2)cc1 (stereo not drawn)	5	8	8	-2.5	101	6	-2	-20	-1.2	-1.3	2.6
COc1ccc(-n2ccc(=O)c3c2CCCC3=O)cc1	0	-5	-5	1.8	97	17	3	2	-0.9	-3.5	0.7
